GLD-1 TGE inh: GLD-1/TGE RNA complex disruptors, primary screen, biochemical, fluorescence polarization | AID 2280, 2010 | hit rate 0.44% among 320,000 | purified GLD-1 + fluorescein TGE RNA | Female germline-specific tumor suppressor gld-1 (Caenorhabditis elegans), Q17339 | inhibition, % at 5.96 µM;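 active = percent inhibition above a per-plate cutoff, the plate mean of test compounds plus 3 SD, cut at about 30% in these data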;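 also: 0% = DMSO wells with GLD-1 and probe and 100% = wells lacking GLD-1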
Target sequence (Q17339 whole entry, looked up): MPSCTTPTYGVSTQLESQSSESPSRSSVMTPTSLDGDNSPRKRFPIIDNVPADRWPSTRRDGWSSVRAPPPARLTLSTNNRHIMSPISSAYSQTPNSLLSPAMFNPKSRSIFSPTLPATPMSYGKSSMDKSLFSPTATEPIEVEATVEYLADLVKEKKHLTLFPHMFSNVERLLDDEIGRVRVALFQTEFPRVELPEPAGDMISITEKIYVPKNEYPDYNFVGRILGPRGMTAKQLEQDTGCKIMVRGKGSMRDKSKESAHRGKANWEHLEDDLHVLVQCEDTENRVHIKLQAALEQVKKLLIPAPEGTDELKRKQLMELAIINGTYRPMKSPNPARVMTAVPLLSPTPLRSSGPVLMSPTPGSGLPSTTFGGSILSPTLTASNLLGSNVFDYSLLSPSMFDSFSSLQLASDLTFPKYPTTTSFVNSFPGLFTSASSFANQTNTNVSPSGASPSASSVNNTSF
Bcl-xL primary: inhibitors of human Bcl-xL, primary screen, biochemical, fluorescence polarization, HTS. Bcl-2-like protein 1 (Homo sapiens), Q07817. GST-Bcl-xL / FITC-Bim BH3 peptide fluorescence polarization. inhibition, % at 10.9 µM. hit rate 0.7% among 320,000. AID 2129, 2009;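 active = inhibition above the mean of all tested compounds plus 3 SD, cutoff set per campaign, cut at about 30% in these data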;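 also: 0% = DMSO wells and 100% = unlabeled Bim-BH3 peptide competitor; inhibitors lower millipolarization by displacing the labeled peptide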
MCL1-BIM inh: inhibitors of MCL1 binding to BIM-BH3, primary screen, biochemical, fluorescence polarization | hit rate 0.68% among 320,000 | GST-MCL1 / FITC-Bim-BH3 fluorescence polarization | inhibition, % at 10.9 µM;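 active = inhibition above the mean inhibition of all tested compounds plus 3 SD, set per campaign, cut at about 40% in these data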;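 also: 0% = DMSO wells and 100% = unlabeled Bim-BH3 peptide control; higher means more loss of mP so more displacement of Bim peptide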
Target sequence (Q07820 whole entry, looked up): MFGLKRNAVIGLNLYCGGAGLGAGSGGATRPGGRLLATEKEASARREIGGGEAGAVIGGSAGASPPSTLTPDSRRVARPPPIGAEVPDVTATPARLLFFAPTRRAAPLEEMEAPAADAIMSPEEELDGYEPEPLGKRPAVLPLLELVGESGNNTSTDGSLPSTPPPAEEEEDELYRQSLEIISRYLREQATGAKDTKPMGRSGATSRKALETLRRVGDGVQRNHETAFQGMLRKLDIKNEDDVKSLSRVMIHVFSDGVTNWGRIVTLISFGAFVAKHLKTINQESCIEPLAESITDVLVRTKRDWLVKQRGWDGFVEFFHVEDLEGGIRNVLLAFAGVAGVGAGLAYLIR
MEX-5 binding: MEX-5 zinc finger RNA-binding disruptors – biochemical, C. elegans, fluorescence polarization, MLPCN library, primary screen; MEX-5/FITC-TCR2 RNA binding; stronger effect = lower value; activity score (negative = inhibition of binding), % at 10 µM; hit rate 0.38% among 300,000; AID 1832, 2009;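 active = inhibition past about -25% in most replicates, and total fluorescence under double the plate's negative control median, limit read from the data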;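 also: 0% = DMSO and -100% = 5 µM competing unlabeled TCR2 RNA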
Fam108B inh: mouse Fam108B serine hydrolase inhibitors, primary screen, counter-screen for RBBP9 inhibitor project, biochemical, fluorescence polarization; recombinant Fam108B, FP-Rh probe fluorescence polarization; inhibition, % at 9.51 µM; hit rate 0.33% among 300,000; AID 1947, 2009;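 active = inhibition above the screen mean inhibition plus 3 SD, computed separately per campaign, cut at about 18% in these data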;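 also: inhibitors lower polarization as less probe binds the enzyme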
TPT1 inhibitor: Candida albicans TPT1 enzyme inhibitors, primary screen, biochemical, fluorescence polarization | inhibition, % at 5 µM | hit rate 0.81% among 300,000 | recombinant caTPT1, FP RNA substrate dephosphorylation | tRNA 2'-phosphotransferase TPT1 (Candida albicans SC5314);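 active = inhibition above the mean of all tested compounds plus 3 SD, set per screening campaign, cut at about 24% in these data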;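 also: plate controls were DMSO alone for no effect and ferristatin control at 100 nM for full effect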
GSTO1 counter: inhibitors of recombinant GSTO1, primary screen, counter-screen for RBBP9 inhibitor project, biochemical, fluorescence polarization; Glutathione S-transferase omega-1 (Homo sapiens), P78417; activity-based probe fluorescence polarization; inhibition, % at 5.96 µM; hit rate 1.1% among 300,000; AID 1974, 2009;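 active = inhibition above the campaign mean inhibition plus 3 SD, cut at about 35% in these data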;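 also: 0% = GSTO1-1 with DMSO and 100% = wells lacking GSTO1-1 enzyme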
Target sequence (P78417 whole entry, looked up): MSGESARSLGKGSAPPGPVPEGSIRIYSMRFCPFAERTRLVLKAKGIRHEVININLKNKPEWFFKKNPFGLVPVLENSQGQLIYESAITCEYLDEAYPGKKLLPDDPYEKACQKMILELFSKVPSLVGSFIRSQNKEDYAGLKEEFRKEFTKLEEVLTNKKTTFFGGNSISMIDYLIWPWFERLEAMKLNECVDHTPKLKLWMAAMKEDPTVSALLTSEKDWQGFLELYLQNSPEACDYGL
PAD4 inh: human PAD4 inhibitors, primary screen, biochemical, fluorescence polarization, 1536-well format; Protein-arginine deiminase type-4 (Homo sapiens), Q9UM07; recombinant PAD4, RCA probe fluorescence polarization; inhibition, % at 6.36 µM; hit rate 0.41% among 330,000; AID 485272, 2010;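 active = percent inhibition above a cutoff equal to the mean of all tested compounds plus 3 SD, cut at about 15% in these data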;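 also: 0% = PAD4 with RCA probe and DMSO and 100% = probe without PAD4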
PME-1 inh: PME-1 inhibitors via competitive probe labeling, primary screen, biochemical, fluorescence polarization, FP-Rh probe, HTS; Protein phosphatase methylesterase 1 (Homo sapiens), Q9Y570; recombinant PME-1; inhibition, % at 5.9 µM; hit rate 0.53% among 320,000; AID 2130, 2009;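 active = inhibition above the campaign mean of all compounds plus 3 SD, cut at about 26% in these data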;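 also: competitive labeling of PME-1 active site by serine hydrolase directed probe; 0% = PME-1 with DMSO and 100% = wells lacking PME-1 enzyme; inhibitors block probe labeling so polarization falls and inhibition rises; many of its hits are not listed in these tables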
Numbers without * were called inactive; nt = not tested or not shown. Not all compounds are listed, so the mix of outcomes need not match the whole.

The first 7 entries, ahead of the listing:
SMILES	GLD-1 TGE inh	Bcl-xL primary	MCL1-BIM inh	MEX-5 binding	Fam108B inh	TPT1 inhibitor	GSTO1 counter	PAD4 inh	PME-1 inh
Cc1ccc(C)c(OCC(=O)N/N=C/c2c(C)nn(-c3ccccc3)c2Cl)c1C	-1	4	1	-1.0	1	0	8	-1	4
CCSc1nnc(N)s1	1	4	7	-0.3	1	-7	-7	-1	-3
Cc1c(Cl)cccc1NC(=O)CN1CCN(CCO)CC1	4	6	-2	0.0	0	4	6	0	7
CCOC(=O)/C(C#N)=C/c1cc2ccccc2nc1N1CCOCC1	1	1	-7	-0.7	5	-2	0	-4	1
Cc1cccc2nc(-c3ccccc3)nc(N3CCC(O)(c4ccc(Cl)cc4)CC3)c12	-4	3	6	2.1	-20	-3	-2	2	-32
CC(C)(C)C(CO)NC(=O)c1ccc[nH]1 (configuration not stated)	2	3	4	nt	nt	nt	nt	-1	3
O=C(Oc1ccc2c(c1)O/C(=C\c1ccncc1)C2=O)c1ccccc1	75*	81*	93*	-9.6	0	-20	0	-1	-2

The whole of this part, previewed entries included:
SMILES	GLD-1 TGE inh	Bcl-xL primary	MCL1-BIM inh	MEX-5 binding	Fam108B inh	TPT1 inhibitor	GSTO1 counter	PAD4 inh	PME-1 inh
Cc1ccc(C)c(OCC(=O)N/N=C/c2c(C)nn(-c3ccccc3)c2Cl)c1C	-1	4	1	-1.0	1	0	8	-1	4
CCSc1nnc(N)s1	1	4	7	-0.3	1	-7	-7	-1	-3
Cc1c(Cl)cccc1NC(=O)CN1CCN(CCO)CC1	4	6	-2	0.0	0	4	6	0	7
CCOC(=O)/C(C#N)=C/c1cc2ccccc2nc1N1CCOCC1	1	1	-7	-0.7	5	-2	0	-4	1
Cc1cccc2nc(-c3ccccc3)nc(N3CCC(O)(c4ccc(Cl)cc4)CC3)c12	-4	3	6	2.1	-20	-3	-2	2	-32
CC(C)(C)C(CO)NC(=O)c1ccc[nH]1 (configuration not stated)	2	3	4	nt	nt	nt	nt	-1	3
O=C(Oc1ccc2c(c1)O/C(=C\c1ccncc1)C2=O)c1ccccc1	75*	81*	93*	-9.6	0	-20	0	-1	-2
Cn1c(CNC(=O)c2ccc(Cl)cc2)nnc1SCC(=O)NC1CCCC1	4	-2	-1	-0.7	1	-5	-9	1	1
COCCn1nnnc1C(c1cccc(OC)c1OC)N1CCN(C2CCCCC2)CC1 (configuration not stated)	-2	-2	0	0.1	-3	-3	2	2	-1
COc1ccc(CCNC(=O)c2ccc(NS(=O)(=O)c3ccc4[nH]c(=O)[nH]c4c3)cc2)cc1OC	-8	7	1	1.3	4	-1	-14	2	0
Cc1cc(C)c2nc(NNC(=O)c3cc(=O)c4ccccc4o3)sc2c1	-1	2	-1	-3.9	2	25*	18	-3	21
CCOCCCNC(=O)C(c1ccc(Cl)cc1)N(Cc1cccs1)C(=O)CNC(C)=O (configuration not stated)	1	0	-1	-1.3	-2	3	-2	3	-3
CN(C1CCCCC1)S(=O)(=O)c1cccc(C#N)c1	2	4	-4	1.8	1	1	-4	-6	-5
O=C(O)Cc1coc(-c2ccc(F)cc2)n1	-9	4	3	-1.1	-2	-2	1	3	2
CNS(=O)(=O)c1ccc(CCC(=O)N2CCN(c3ccccc3OC)CC2)cc1	0	3	2	2.2	3	-2	3	-3	-2
Cc1nc(N2CCN(C)CC2)c2sc(=S)n(C)c2n1	-2	0	4	-2.4	1	1	2	-7	-6
Cc1onc(NC(=O)NC(=O)c2c(F)cccc2Cl)c1Br	-1	3	3	0.0	-1	2	-2	-1	15
CSC1=NC(C)(C)C=C(/C=C/c2c(Cl)cccc2Cl)N1	4	0	-3	-0.1	1	3	4	3	2
OC[C@@H](O)[C@@H](O[C@@H]1O[C@H](CO)[C@H](O)[C@H](O)[C@H]1O)[C@H](O)[C@@H](O)CO	-7	6	4	0.2	5	-1	-4	-6	-10
OCCN1CCN(C(=S)NCCc2ccccc2)CC1	3	9	11	-1.1	-5	1	-1	4	-2
CCCCn1c(N)c(N(CCOC)C(=O)CSc2nnc(-c3ccc(C(C)(C)C)cc3)n2N)c(=O)[nH]c1=O	0	-13	-10	1.4	-4	1	-3	-4	-11
Cc1ccc(C)c(/C=C/C(=O)c2ccccc(=O)c2O)c1	4	2	6	-1.5	0	1	12	-3	3
CC(=O)Nc1ccc(S(=O)(=O)N2CCN(C34CC5CC(CC(C5)C3)C4)CC2)cc1	-3	5	7	-0.3	-1	-4	-4	-6	-9
COC(=O)c1c(-c2cccc3ccccc23)csc1NC(=O)Cc1ccc(OC)c(OC)c1	2	2	3	-2.0	0	-3	-7	-5	-8
N#Cc1cc2c(nc1SCC(=O)Nc1sc3c(c1C#N)CCC3)CCC2	2	2	2	-2.4	0	3	17	4	-8

Single entries from above.
Under MEX-5 binding, OCCN1CCN(C(=S)NCCc2ccccc2)CC1 is entered as -1.1
Under TPT1 inhibitor, Cc1nc(N2CCN(C)CC2)c2sc(=S)n(C)c2n1 is entered as 1
Under GSTO1 counter, Cc1ccc(C)c(OCC(=O)N/N=C/c2c(C)nn(-c3ccccc3)c2Cl)c1C is entered as 8

(list continues)
SMILES	GLD-1 TGE inh	Bcl-xL primary	MCL1-BIM inh	MEX-5 binding	Fam108B inh	TPT1 inhibitor	GSTO1 counter	PAD4 inh	PME-1 inh
Cc1oc(-c2ccccc2)cc1C(=O)Nc1cccc(C(=O)O)c1	-3	3	2	1.2	-3	4	-3	-6	-4
CC(/C=N\N1CCN(Cc2ccc(C)cc2)CC1)=C\c1ccccc1	4	3	4	-0.8	5	-2	7	6	2
c1ccc(OCc2nn3c(Cn4nnc5ccccc54)nnc3s2)cc1	2	3	5	1.9	0	0	-4	0	-3
Cc1ccc(NC(=O)C2CCN(C(=O)c3ccc(Cl)cc3)CC2)nc1	6	5	4	0.1	0	-1	-6	-1	2
COc1cccc(CN2CCN(C(=O)c3ccco3)CC2)c1OC	-4	-2	0	-3.0	2	-1	11	2	2
O=C(c1ccc(F)cc1)c1ccc(CN2C(=O)c3ccccc3C2=O)o1	0	4	5	-1.8	-3	-1	4	-4	2
CC(NC(=O)Cc1ccc(S(=O)(=O)N2CCCCC2)cc1)c1ccccc1 (configuration not stated)	-2	-6	-8	nt	nt	nt	nt	-2	-4
O=Cc1c(Cl)nc2ccccn2c1=O	19	56*	59*	-1.0	-3	-18	2	3	-2
COc1ccc(C(=O)NCc2ccc3c(c2)OCO3)c(OC)c1	-4	1	-1	0.9	-9	1	3	-6	-2
CCN(CC)C(=O)CSc1ncnc2sc(-c3ccccc3)cc12	1	0	-4	-1.1	-3	2	-12	2	-7
C=CCn1c(SCC(=O)Nc2ccccc2)nc2scc(-c3cccs3)c2c1=O	5	10	4	-3.9	-23	0	-9	-1	-13
Clc1ccccc1/C=C/C=N/Nc1nc(N2CCOCC2)nc(N2CCOCC2)n1	0	4	4	0.9	1	-1	-4	-1	5
O=C(NCCCN1CCOCC1)C(=O)N/N=C/c1ccccc1	1	3	3	1.6	1	-2	4	0	2
Cc1ccc(N2CC(C(=O)Nc3ccc(S(=O)(=O)Nc4nccs4)cc3)CC2=O)cc1 (configuration not stated)	3	3	5	2.2	-4	-3	1	-6	3
Cc1nnc(C)n1/N=C/c1cccn1C	-7	9	1	-0.5	1	0	-8	-1	1
CC(C)n1cnc2c(NCc3ccc(S(N)(=O)=O)cc3)nc(NCc3ccc(S(N)(=O)=O)cc3)nc21	-5	8	3	-4.8	2	-1	0	-6	1
COc1ccc(C(=O)Nc2ccc(C)cn2)cc1S(=O)(=O)N1CCCc2ccccc21	0	9	6	1.9	-4	-1	-1	-6	0
O=C(O)C1=C[C@H](c2csc3ccccc23)C[C@H](OCCCCO)O1	8	5	8	-0.9	1	-3	10	-5	-4
Cc1ccc(S(=O)(=O)NC(=O)Nc2ccccc2)cc1	-3	-8	-12	2.0	-3	2	-1	-7	-7
COc1ccc(-c2csc(NC(=O)C3CCN(c4ncnc5sc(C)c(C)c45)CC3)n2)cc1OC	1	-1	-7	2.9	-5	0	-4	-1	-8
O=c1[nH]c(=O)n(Cc2ccco2)c2c1C(C(F)(F)F)(C(F)(F)F)N=C(CCc1ccccc1)N2	5	-3	-3	2.3	0	-2	-2	-1	10
CCc1ccc2c(CN3CCN(Cc4ccccc4)CC3)cc(=O)oc2c1	0	1	3	3.4	-4	-2	3	0	2
CCOc1ccc(C(=O)N2CCc3cc(OC)c(OC)cc3C2)cc1OCC	6	8	2	-0.5	3	-4	5	-10	-1
CCNc1nc(CC)nc2c1oc1ccccc12	2	5	2	1.6	-2	-2	-2	1	0
CNc1nc(Cl)c(SC)c(NCc2ccc(F)cc2)n1	0	4	2	1.0	0	-2	1	1	6

The listing continues:
SMILES	GLD-1 TGE inh	Bcl-xL primary	MCL1-BIM inh	MEX-5 binding	Fam108B inh	TPT1 inhibitor	GSTO1 counter	PAD4 inh	PME-1 inh
Cc1ccc(NC(=O)OCc2cn(-c3ccc(Cl)cc3)nn2)cc1	2	6	5	0.4	-5	1	-2	2	-1
CCCCc1ccc(NC(=S)Nc2cccnc2)cc1	4	9	12	0.0	0	1	-4	2	-3
O=C(CSc1ncnc2ccccc12)Nc1ccc2c(c1)OCO2	1	1	0	1.3	3	4	2	1	4
CCOC(=O)C1=C(COC(=O)CNC(=O)c2cccc(C)c2)NC(=O)NC1C (configuration not stated)	5	3	-5	-3.6	2	-2	7	0	4
Cc1ccc(NCc2ccc(C)s2)cc1	-7	1	-1	-5.1	4	3	-6	-3	4
CC1SCC(=O)N(CC(=O)Nc2ccc3c(c2)OCO3)C1=O (configuration not stated)	-2	-1	4	0.9	-4	1	9	-6	1
CC1=C(C)C(OCCCl)N(c2cc(O)c(Cl)cc2F)C1=O (configuration not stated)	2	3	3	-0.7	3	1	17	-3	-9
CN(C(=O)CSc1nc2ccc(Br)cc2c(=O)n1Cc1ccco1)C1CCS(=O)(=O)C1 (configuration not stated)	1	-4	1	-0.4	4	-3	-3	1	-6
CN1CCN(C(=O)c2cc(COc3ccccc3)on2)[C@@H](c2ccccc2)C1	1	3	4	0.8	3	-1	3	-1	-2
c1ccc(CN=C2NN=C(c3cc4ccccc4o3)CS2)cc1	-3	7	1	3.2	5	6	1	-6	5
COc1ccc(OC)c(C(=O)Nc2c(O)ccc3ccccc23)c1	2	5	5	2.3	-2	0	1	-2	7

Screening results from PubChem.
